From PubChem BioAssay
Pf Dd2 inh – blocks in vitro growth of P. falciparum Dd2. AID 1347417. Potency, µM (top dose mostly 28.9 µM), for inactives: at the top dose activity, negative = inhibition, hits mostly inhibitors. hit rate 4.3% among 120,000. P. falciparum Dd2 growth, SYBR Green, 72 h; active means well fitted inhibition curve with a large enough effect; inconclusive means small, poorly fitted or top-dose-only effect; inactive means no such curve, though single readings can be large or run the other way;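 further: plate controls were DMSO vehicle for no effect and reference drug for full effect; nearly all actives have a fitted effect of over 65% in size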
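Infected erythrocytes (Dd2, 0.3% parasitemia, 2.5% hematocrit final) are added to compound in RPMI-1640/Albumax II medium, grown 72 h at 37C in low oxygen, then lysed with saponin/Triton-X containing SYBR Green and read by fluorescence.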
* = called active by the depositor; i = inactive; u = inconclusive; [ ] = dose if it differs, or a comment. Potency means the concentration at half of the fitted maximal effect. This is a subset. The share of hits here may be higher or lower than overall.

| Molecule | Pf Dd2 inh |
| --- | --- |
| O=C(c1cccc2c1CCN2C(=O)C1CC1)N1CCCCC1 | -14% |
| Cc1ccccc1S(=O)(=O)N(C)CC1CCOCC1 | 26% |
| N#Cc1ccc(NC(=O)C2Cc3ccccc3CN2S(=O)(=O)c2ccc(F)cc2)cc1 (configuration not stated) | i |
| CCc1ccc(N2CCn3c2nc2c3c(=O)n(Cc3ccc(F)cc3)c(=O)n2C)cc1 | 16% |
| COc1cc(OC)cc(C(=O)Nc2nc(-c3nnn(-c4ccc(F)c(Cl)c4)c3C)ns2)c1 | -12% |
| Cc1noc(C)c1C(=O)N1CCn2c(nnc2-c2cncc(Br)c2)C1 | -6% |
| Cc1ccc(-c2cc(-c3coc4ccc(Cl)cc4c3=O)c3c(n2)-c2ccccc2OC3)cc1 | 14% |
| COCCN1C(=O)[C@H]2CN(CCC(C)C)C[C@H]2C1=O | 14% |
| COc1cc(C2c3c(oc4ccccc4c3=O)C(=O)N2c2nc(C)c(C)s2)ccc1O (configuration not stated) | u |
| COCc1nc(C2CCN(S(=O)(=O)c3ccc(C#N)cc3)C2)no1 (configuration not stated) | u |
| Cn1cc(-c2cc3n(n2)CCC(=O)N3CCCC(=O)Nc2ccccc2F)c2ccccc21 | -19% |
| CCOc1ccc(NC(=O)Cn2nc3n(c2=O)CCCCC3)cc1 | 27% |
| O=C(CCC1N=C2c3ccccc3N=C(SCc3ccccc3F)N2C1=O)NCCc1ccccc1 (configuration not stated) | i |
| COc1cccc(C(=O)N2CC(Oc3ccc(-c4noc(-c5ccccc5)n4)cc3)C2)c1 | u |
| COCCNC(=O)c1cc2c(=O)[nH]c(-c3ccccc3)cn2n1 | -6% |
| CCCCNC(=O)c1cccc2c1CCN2C(=O)c1ccc(F)cc1 | u |
| CCCN(C(=O)CCc1nc(-c2ccc(OC)cc2)no1)c1ccccc1F | -11% |
| Cc1cc(C(=O)N2C[C@@H](Oc3ccccc3)C[C@H]2C(=O)N2CCCC2)nn1C | u |
| Cc1ccc(OCc2nc(C#N)c(NCCc3ccccc3)o2)cc1 | 0% |
| Cc1ccc(C(=O)NCCSc2c(C)[nH]c3ccccc23)cc1C | u |
| CCCCC(=O)NC1CCN(c2cnn(CCOC)c(=O)c2)CC1 | 17% |
| COCCc1nn2c(=O)cc(COC(=O)c3ccccc3C)nc2s1 | u |
| Cc1noc2c(NCC3CCOCC3)cc(-c3cccnc3)nc12 | -18%[44.1 µM] |
| Cc1ccc(NC(=O)c2nc(S(C)(=O)=O)ncc2N(Cc2ccco2)Cc2ccco2)cc1C | u |
| CCC(Sc1nc2cc(OC)c(OC)cc2c(=O)n1CCc1ccc(Cl)cc1)C(=O)NCCOC (configuration not stated) | i |
| CN(Cc1ccccc1)C(=O)[C@@H]1Cc2nc[nH]c2CN1 | i |
| O=C(COc1ccc(F)cc1)NC1CCN(c2cc(C(F)(F)F)ncn2)CC1 | 5.6µM* |
| O=C(NCc1ccccc1)N1CCC2(CC1)SCC(=O)N2c1ccc(Cl)cc1 | i |
| Cc1ccc(-c2csc(-c3c(N)c(C(=O)c4ccc5c(c4)OCO5)n4ccccc34)n2)cc1C | i |
| Cc1nc(C)c(C(=O)NCC(=O)N2CCCCCCNC(=O)CC2c2ccccc2)s1 (configuration not stated) | -1% |
| Cc1cc(Cn2cc3c4c(cccc42)[C@H](CC(C)C)N[C@H](C(=O)NCCN2CCCC2)C3)no1 | u |
| COc1ccc2cc(-c3cn4c(n3)sc3cc(F)ccc34)c(=O)oc2c1 | i |
| OC1CC(c2cc(N3CCC(Cc4noc(C5CC5)n4)CC3)ncn2)C1 (configuration not stated) | -18% |
| NC[C@H]1O[C@@H](CO)[C@@H](O)[C@H]1N1CCN(c2ccccn2)CC1 | 3%[44.1 µM] |
| O=C(Cc1ccccc1)NCCC1CCN(C(=O)Nc2ccccc2)CC1 | u |
| COc1ccc(-c2cc(C(F)(F)F)n3nc(C(=O)Nc4ccc(Cl)cc4C(F)(F)F)cc3n2)cc1OC | 23% |
| CCOC(=O)CC1COCCN1C(=O)c1cn(CCCc2ccccc2)nn1 (configuration not stated) | -3% |
| O=C(NCCS(=O)(=O)N1CCN(c2ccc(F)cc2)CC1)c1cccc(C(F)(F)F)c1 | i |
| CC1(C)CC(NC(=O)Cn2nc3c(cc2=O)CCCC3)CCO1 (configuration not stated) | 3% |
| Cc1ccc(C)c(N2CCN(c3nc4ccc(C)cc4nc3-n3nc(C)cc3C)CC2)c1 | 8% |
| COc1ccc(-c2nc(CSc3nnc(C)n4c3cc3occc34)c(C)o2)cc1OC | u |
| CC(C)N(Cc1nc(-c2ccc(Cl)cc2)no1)C(=O)c1ccco1 | 22% |
| CCCCc1nn(CC(=O)N2CCC(COC)C2)c(=O)n1Cc1ccccc1 (configuration not stated) | -7% |
| c1ccc(Nc2ncc(-c3ccccc3)c3c2OCC3)cc1 | 22µM* |
| COc1cc(NC(=O)CCS(=O)(=O)c2ccc(Br)cc2)cc(OC)c1 | 15% |
| O=C(NCc1ccc(Cl)cc1)c1cc2n(n1)CC(c1ccc3c(c1)OCO3)OC2 (configuration not stated) | u |
| CN1C(=O)CO[C@H]2CN(C3CCC3)C[C@H]21 | -1%[76.6 µM] |
| Cn1cc(CCCC(=O)Nc2ccc3c(c2)C(=O)N2CCC[C@H]2C(=O)N3)c2ccccc21 | i |
| O=C(NC[C@H]1O[C@H](Cc2cc(COc3ccccc3)on2)CC[C@@H]1O)Nc1ccccc1 | i |
| COc1ccc2cc(C3CN(C(=O)c4cccn4C)CCO3)ccc2c1 (configuration not stated) | i |
| CNC(=O)[C@@H]1C[C@H](n2cc(CN(C)C(=O)c3cccc(F)c3F)nn2)CN1 | 18% |
| CCC(CC)CN1CCOCCNC(=O)CC1 | u |
| COc1ccc(-n2c(SCC(=O)Nc3nnc(C)s3)nc3c([nH]c4ccccc43)c2=O)cc1 | u |
| O=C(O)c1ccc2c(c1)CC(=O)N2Cc1cccc(F)c1 | -17% |
| Cc1cccc(O[C@H]2COCCN(C(=O)c3ccc(C(F)(F)F)cc3)C2)n1 | -3%[44.1 µM] |
| COc1ccc(CNC(=O)N2CCC(Cc3nc(-c4ccncc4)n[nH]3)C2)cc1 (configuration not stated) | i |
| CN(CC1CCOCC1)S(=O)(=O)c1ccc(F)c(Cl)c1 | u |
| Cc1ccc(-n2cccn2)c(CN2CCC(CNS(C)(=O)=O)C2)c1 (configuration not stated) | u |
| CC(C)c1noc(-c2cn(C3CCN(C(=O)c4ccoc4)C3)nn2)n1 (configuration not stated) | 47%[activator] |
| CCc1cccc(C)c1NC(=O)CN1C(=O)C(c2ccccc2)=NC12CCCC2 | i |

Filtered by structure: the entries above with a Cl atom
| Molecule | Pf Dd2 inh |
| --- | --- |
| COc1cc(OC)cc(C(=O)Nc2nc(-c3nnn(-c4ccc(F)c(Cl)c4)c3C)ns2)c1 | -12% |
| Cc1ccc(-c2cc(-c3coc4ccc(Cl)cc4c3=O)c3c(n2)-c2ccccc2OC3)cc1 | 14% |
| CCC(Sc1nc2cc(OC)c(OC)cc2c(=O)n1CCc1ccc(Cl)cc1)C(=O)NCCOC (configuration not stated) | i |
| O=C(NCc1ccccc1)N1CCC2(CC1)SCC(=O)N2c1ccc(Cl)cc1 | i |
| COc1ccc(-c2cc(C(F)(F)F)n3nc(C(=O)Nc4ccc(Cl)cc4C(F)(F)F)cc3n2)cc1OC | 23% |
| CC(C)N(Cc1nc(-c2ccc(Cl)cc2)no1)C(=O)c1ccco1 | 22% |
| O=C(NCc1ccc(Cl)cc1)c1cc2n(n1)CC(c1ccc3c(c1)OCO3)OC2 (configuration not stated) | u |
| CN(CC1CCOCC1)S(=O)(=O)c1ccc(F)c(Cl)c1 | u |

Next records
| Molecule | Pf Dd2 inh |
| --- | --- |
| O=C(CCn1ccn2nc3c(c2c1=O)CCCC3)NCc1cccs1 | -26% |
| O=C(Cc1ccccc1Cl)N1CCN(C(=O)c2nnn3c2COC(c2ccc(F)cc2)C3)CC1 (configuration not stated) | i |
| COc1ccc(CCC(=O)N2CCCC3(CC2)CN(C)C(=O)O3)cc1OC (configuration not stated) | 2% |
| O=C1NCCCCCN(C(=O)c2cnccn2)[C@H]2CCCC[C@@H]12 | 55%[activator] |
| O=C(Nc1ccc(C2(C(=O)O)CCC2)cc1)C1CC1 | 0% |
| CCOc1ccccc1C(=O)Nc1ccc2nc(N(CC)CC)cc(C)c2c1 | -7% |
| CCOC(=O)c1[nH]c(C)c(CCC(=O)N2CCN(c3ccc(Cl)cc3)CC2)c1C | 3.5µM* |
| COc1ccc(N2CCN(S(=O)(=O)c3ccc(C4CCCCC4)cc3)CC2)cc1 | 12% |
| CCN(Cc1noc(C2CCC2)n1)C(=O)CN1C[C@@H]2CC[C@H](CC1=O)N2 | -7% |
| O=C(Nc1cccc2ccccc12)N[C@H]1CO[C@H]2[C@@H]1OC[C@@H]2n1nnnc1Oc1ccc2c(c1)OCO2 | i |
| CCCCOC(=O)c1ccc(NC(=O)c2ccc3c(c2)CCN3S(=O)(=O)c2ccccc2)cc1 | u |
| O=[N+]([O-])c1cc(-c2nc(-c3ccccc3)no2)ccc1NCC1CCCO1 (configuration not stated) | 19% |
| CC(C)(Oc1nn(Cc2cccc(Cl)c2)c2ccccc12)C(=O)N1CCN(CCO)CC1 | u |
| Cc1cccc(-c2nc3nc(C)cc(NC(C)c4ccccc4)n3n2)c1 (configuration not stated) | u |
| O[C@@H]1CO[C@H]2[C@@H]1OC[C@@H]2n1nnnc1SC1CCCC1 | 18%[44.1 µM] |
| O=C(Nc1cccc(-c2ccc(N3CCOCC3)nn2)c1)Nc1cc(Cl)ccc1Cl | -16% |
| N#Cc1cccc(NC(=O)CN2C(=O)NC3(CCOCC3)C2=O)c1 | 96%[activator] |
| C=CCNC(=O)C(NC(=O)c1cccc(OC)c1)C1CCN(C(=O)c2cccc(C)c2)CC1 (configuration not stated) | u |
| COc1ccc(CCNc2nc3c(-c4cccc(C(F)(F)F)c4)nnn3c3ccccc23)cc1OC | u |
| C#CCNC(=O)c1cnc2cc(C)nn2c1 | 4%[44.1 µM] |
| O=C(C1CCCC1)N1CCCC(c2noc(COc3ccccc3)n2)C1 (configuration not stated) | 8.9µM* |
| Cc1nc(C)c(C(=O)N2CCC(Cc3nc(-c4ccccc4)n[nH]3)CC2)s1 | u |
| COCc1nc(-c2nc3c([nH]2)CC(c2ccc(Cl)cc2)CNC3=O)no1 (configuration not stated) | u |
| COc1ccc(CNC(=O)c2cc3oc4ccccc4c3n2C)cc1OC | -9% |
| COc1ccc(-c2cc([C@H]3CN4CC[C@H]3C[C@@H]4CNC(=O)c3ccco3)n(C)n2)cc1 | -14%[44.1 µM] |
| O=C(NC1CC1)c1ccccc1OC1CN(Cc2cccc(C(F)(F)F)c2)C1 | -24% |
| O=C1[C@H]2CN(Cc3ccc(Br)cc3)C[C@H]2C(=O)N1CCc1ccccc1 | -12% |
| O=C(NC1CCN(C(=O)N2CC3CC(C2)[C@H]2CCCC(=O)N2C3)CC1)c1ccc2ccccc2n1 (some centres not stated) | i |
| CC1=C[C@@H](CNS(=O)(=O)c2ccc(Cl)cc2)[C@H](C(C)C)C[C@H]1CC(=O)N1CCOCC1 | u |
| Cc1cnc(C2CCOCC2)n1CCN | -5% |
| FC(F)(F)c1cc(-c2cccc(Br)c2)nc2ncnn12 | 45%[activator] |
| CCOC(=O)c1cc(-c2ccccc2)n(CCCC(=O)Nc2ccc(C)c(C)c2)c1C | i |
| CCOCCCNC(=O)N1CCC(Cc2nc(-c3ccncc3)n[nH]2)CC1 | i |
| Cc1ccccc1CCC1CCCN(C(=O)CCN2CCCC2=O)C1 (configuration not stated) | 1% |
| CCc1nn2c(=O)cc(COC(=O)c3ccc(NC(=O)C4CCCCC4)cc3)nc2s1 | i |
| CCOc1ccc(N2CC(c3nc4ccccc4n3CCOc3ccc(CC)cc3)CC2=O)cc1 (configuration not stated) | -27% |
| CCOc1cccc(CN2CC(c3nc(Cc4cccnc4)no3)C2)c1 | -24% |
| COc1cccc(-c2noc(COc3ccc(C(C)(C)C)cc3)n2)c1 | 37%[activator] |
| Cc1cccc([C@H]2C[C@@H](O)[C@@H](O)[C@@H]2NCC(C)C)c1 | -9%[44.1 µM] |
| O=C(Nc1ccc(Cl)cc1)c1cc2n(n1)CC(c1ccc(Cl)cc1)OC2 (configuration not stated) | 4% |
| CC(C)CN1C(=O)c2ccccc2C(C(=O)NCc2ccccn2)C12CCCC2 (configuration not stated) | -1% |
| CC1=C(C(=O)OC(C)C)C(c2ccc(C)cc2)N2C(CC(=O)N(C)Cc3ccco3)=CSC2=N1 (configuration not stated) | -2% |
| COc1cccc(CN2C(=O)c3ccccc3Sc3ccc(C(=O)N(C)Cc4ccccc4)cc32)c1 | i |
| O=C(NNc1ncnc2c1cnn2-c1ccccc1)c1cccc(Cl)c1 | 6% |
| COc1ccc(-c2nc3ccccc3s2)cc1NC(=O)c1cccc([N+](=O)[O-])c1C | 17% |
| O=C(N[C@H]1CCN2C(=O)c3cc(-c4ccccc4F)ccc3NC(=O)[C@@H]2C1)c1ccc(F)c(Cl)c1 | -21% |
| COc1ccc(C(=O)N2CCc3nc(C4CC4)nc(-c4ccc(OC)cc4)c3C2)cc1 | -14% |
| Cc1ccc(CN(Cc2cccn2-c2nnc(N3CCCC3=O)s2)C(=O)Nc2ccccc2C(F)(F)F)cc1 | u |
| c1ccc(OCc2cc(CC3(NC4CCC4)COC3)no2)cc1 | -18%[44.1 µM] |
| COCCOc1cc(=O)n2c(c1C(=O)NC1CCCCCC1)CCOCC2 | i |
| CCOC(=O)c1cccc(NC(=O)c2ccc3c(c2)nnn3C2CCCC2)c1 | 10% |
| Cc1ccccc1N1CCN(C(=O)Cn2nc3n(c2=O)CCC(N)CC3)CC1 (configuration not stated) | i |
| CN(C)c1cccc(C(=O)NCC2CCN(c3cc(-c4ccc(Cl)cc4)[nH]n3)CC2)c1 | i |
| COc1ccc(C(=O)N2[C@H]3CC[C@@H]2c2cnc(-c4ccc(F)cc4)nc2C3)cc1OC | i |
| CC(C)C(=O)NC1CC(=O)N(c2ccc3c(c2)OCCO3)C1 (configuration not stated) | 12% |
